# GASC-1 inh: human JMJD2C demethylase inhibition | Q9H3R0 | GST-JMJD2C(1-420) H3K9me3 demethylation, DELFIA europium | inhibition, % at 2.35 µM | 330,000 compounds, 0.069% hits;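 active means more than half of a compound's replicate wells show inhibition beyond 50%, single wells judged on their own value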;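 further: signal counts dimethyl H3K9 product captured on neutravidin plate; 0% = median of DMSO wells and 100% = 0.3 times that DMSO median; strong numbers were not always called active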
# procasp3 activ: procaspase-3 (human) activation | P42574 | recombinant procaspase-3 D3A, Ac-DEVD-pNA absorbance 405 nm | activation, % at 8.5 µM | 330,000 compounds, 0.11% hits | AID 463141;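 active means activation above the mean of all tested compounds plus 3 SD, cut at about 21% in these data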;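 further: 0% = DMSO alone and 100% = DMSO wells spiked with extra 5 µM PC-3 D3A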
#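 Compound: 8.5 µM single point, 0.8% DMSO / Material: Autoprocessing-dead procaspase-3 D3A mutant enzyme / Timing: 1 h preincubation plus 2 h reaction at 25 °C / Medium: Zinc-free HEPES/NaCl buffer with 0.01% Triton X-100 at pH 7.4 / Technique: 405 nm absorbance of p-nitroaniline, reads at 0 and 120 min / Repeats: one well per compound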
# VLA-4 inh: inhibition in a human VLA-4 binding assay. P13612. VLA-4 expressing cells, ligand binding flow cytometry. inhibition, % (about 7 µM as worked out from the volumes in the protocol). 330,000 compounds, 0.2% hits; in the data active means inhibition above about 50%
# GRK2 aptamer HTS: blocks RNA aptamer binding to human GRK2; 330,000 compounds, 0.59% hits; P25098; bead flow cytometry, FAM-aptamer displacement from GRK2; inhibition of aptamer binding, % at 10 µM;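 active means inhibition of aptamer binding above 40%, roughly 3 SD of noise, on plates passing a quality check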;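 further: median bead fluorescence of bound FAM aptamer so fluorescent compounds give negative values; no value below 0 was filed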
# Target sequence (P25098 whole entry, looked up): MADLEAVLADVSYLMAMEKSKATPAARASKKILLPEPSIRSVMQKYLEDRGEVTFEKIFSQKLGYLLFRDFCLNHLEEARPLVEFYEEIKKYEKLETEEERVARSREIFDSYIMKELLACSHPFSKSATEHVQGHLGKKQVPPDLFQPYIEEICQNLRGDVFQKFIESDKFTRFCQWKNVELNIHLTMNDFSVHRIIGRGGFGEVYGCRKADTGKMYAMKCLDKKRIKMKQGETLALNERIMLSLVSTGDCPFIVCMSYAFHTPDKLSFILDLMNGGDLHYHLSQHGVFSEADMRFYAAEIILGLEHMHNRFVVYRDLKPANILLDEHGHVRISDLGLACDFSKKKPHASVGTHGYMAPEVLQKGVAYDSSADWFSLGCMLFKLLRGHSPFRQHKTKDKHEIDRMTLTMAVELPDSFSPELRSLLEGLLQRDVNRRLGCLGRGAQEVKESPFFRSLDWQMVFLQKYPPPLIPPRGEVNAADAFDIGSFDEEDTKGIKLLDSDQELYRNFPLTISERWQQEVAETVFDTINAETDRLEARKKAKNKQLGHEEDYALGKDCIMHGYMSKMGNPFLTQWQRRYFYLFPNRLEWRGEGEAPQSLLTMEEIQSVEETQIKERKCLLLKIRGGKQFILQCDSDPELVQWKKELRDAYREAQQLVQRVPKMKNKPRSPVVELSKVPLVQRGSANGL
# proCasp7 act: counter-screen: procaspase-7 (human) activation; recombinant procaspase-7, Ac-DEVD-pNA absorbance 405 nm; D23A/D198A/D206A triple mutant, cannot self-cleave; scale: DMSO 0, 5 µM enzyme 100; 330,000 compounds, 0.093% hits; activation, % at 8.5 µM; P55210;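 active means percent activation above the screen-wide mean plus 3 SD, cut at about 25% in these data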
#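 buffer or medium = Zinc-free HEPES/NaCl buffer, pH 7.4 | material = Procaspase-7 triple mutant (PC-7 D3A) | input = 2 µM procaspase-7 mutant as dispensed | signal = Epi-absorbance of released pNA at 405 nm, two timepoints | timing = 1 h preincubation, 2 h reaction | replicates = singlicate compound testing | evaluation = % activation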
# core dimer inh: HCV core protein dimerization inhibition; 300,000 compounds, 0.33% hits; inhibition, % at 5 µM; TR-FRET GST/Flag-core106 dimerization, 1536-well;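 active means inhibition above the mean of all tested compounds plus 3 SD, set per screening campaign, cut at about 45% in these data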
#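 Material: GST/Flag-tagged HCV core106 proteins. Incubation: 4 h, 22.5 °C incubation. Read-out basis: inhibition (%) from 671 over 617 nm ratio. Measured by: TR-FRET, excitation 340 nm, emission 617 and 671 nm.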
# PP5 inh: PP5 (human) phosphatase inhibition | AID 1987 | 320,000 compounds, 0.18% hits | purified PP5c, OMFP substrate fluorescence | inhibition, % at 6.7 µM | P53041;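 active means inhibition above the campaign's mean inhibition across all tested compounds plus 3 SD, cut at about 9.5% in these data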;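 further: 0% = DMSO only and 100% = 100 µM cantharidin control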
# Fh CTSL1 inh: cathepsin L1 inhibition, PFM18AAP counter-screen; AID 1906; 300,000 compounds, 0.49% hits; inhibition, % at 5.96 µM; recombinant F. hepatica cathepsin L1, Z-Leu-Arg-MCA fluorescence;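 active means inhibition above the mean of all tested compounds plus 3 SD, set per screening campaign, cut at about 17% in these data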;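 further: 0% = plate median of test compound wells and 100% = 1 µM Z-Phe-Ala-diazomethylketone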
# PP1 counter: counter-screen for PP5 inhibitors: inhibitors of human PP1-alpha. 320,000 compounds, 0.9% hits. AID 2235. inhibition, % at 6.7 µM. purified PP1alpha, OMFP fluorescence;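 active means inhibition above the mean inhibition of all tested compounds plus 3 SD, computed separately for each screening campaign, cut at about 15% in these data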
# Target sequence (P62136 whole entry, looked up): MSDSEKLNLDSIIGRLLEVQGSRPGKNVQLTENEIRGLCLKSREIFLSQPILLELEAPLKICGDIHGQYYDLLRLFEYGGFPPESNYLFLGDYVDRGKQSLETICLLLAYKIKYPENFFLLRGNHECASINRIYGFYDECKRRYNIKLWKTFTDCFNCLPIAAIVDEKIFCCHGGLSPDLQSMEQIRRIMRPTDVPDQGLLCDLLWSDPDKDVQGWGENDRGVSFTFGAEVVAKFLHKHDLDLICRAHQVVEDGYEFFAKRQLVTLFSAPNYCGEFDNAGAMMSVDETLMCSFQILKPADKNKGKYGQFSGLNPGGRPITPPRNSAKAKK
# * = called active by the depositor; i = inactive; . = not tested or not shown.
SMILES,GASC-1 inh,procasp3 activ,VLA-4 inh,GRK2 aptamer HTS,proCasp7 act,core dimer inh,PP5 inh,Fh CTSL1 inh,PP1 counter
Cc1ccc(NC(=O)C2CC(Cl)=CCC2C(=O)O)c([N+](=O)[O-])c1 (stereo not drawn),-5,4,-3,4,4,-5,1.7,-3,5
CCOc1ccc(-n2nnnc2SCC(=O)NC2CCCC2)cc1,27,-6,1,0,7,-3,-2.5,-4,-4
CCC(=O)N1CCCc2cc(S(=O)(=O)CCC(=O)Nc3ccccc3C)ccc21,35,3,45,2,-6,-13,2.9,-6,-1
c1ccc(Nc2nc(N3CCCCC3)nc(N3CCNCC3)n2)cc1,-7,0,31,0,14,-3,4.6,0,1
CCCCOCCCNC(=S)Nc1ccc(S(=O)(=O)N2CCOCC2)cc1,7,6,24,2,7,-3,0.8,1,6
COc1ccccc1N1CCN(C(c2cccs2)c2nnnn2C2CCCC2)CC1 (stereo not drawn),i,-7,-25,0,-2,3,2.0,9,6
O=C1CC(c2ccccc2)CC(O)=C1C=NCc1ccccc1 (stereo not drawn),-4,1,3,1,7,2,2.1,2,-1
CCCOCCOC(=O)c1[nH]c2c(c1C)C(=O)CC(c1cc(OC)ccc1OC)C2 (stereo not drawn),14,6,35,0,4,-1,2.8,2,1
Cc1ccc(CC(=O)Nc2ccc([N+](=O)[O-])cc2C)cc1,-4,-4,20,1,0,-10,0.8,4,4
CSc1nc2nccc(-c3ccc(Cl)cc3)n2n1,2,-6,7,0,-8,-4,-1.3,2,-1
CCOc1c(Br)cc(C(=O)NCCCn2ccnc2)cc1OC,-5,1,1,2,-6,-3,2.1,-2,-1
COC(=O)c1nn(-c2ccc(OC)cc2)ccc1=O,0,5,4,1,8,-1,-1.0,-3,-5
Cc1ccc(S(=O)(=O)N2CCC(C(=O)N[C@@H](C)C(=O)Nc3ccc(F)cc3)CC2)cc1,-7,-2,14,12,-15,-7,-3.3,-6,-1
O=C(O)c1cccc(NC(=O)c2ccccc2NC(=O)c2cccc([N+](=O)[O-])c2)c1,-7,13,9,26,-3,2,0.0,3,2
COC(=O)c1ccc(C[n+]2ccccc2)cc1,2,0,2,31,8,4,0.0,1,1
O=C(c1sc2cc([N+](=O)[O-])ccc2c1Cl)N1CCCCC1,-32,4,10,0,0,7,-0.2,1,2
O=S(=O)(c1ccc2ccccc2c1)N1CCNCC1,2,3,6,0,-8,2,0.3,0,-4
CN(C)c1ccc(/C=N/NS(=O)(=O)c2ccc(Br)cc2)cc1,-7,-1,2,0,3,-3,2.5,0,2
COc1ccc(C2=NS(=O)(=O)N(C)C(C(=O)NC3CCCCC3)=C2)cc1,18,2,0,0,1,5,3.5,-1,-5
COc1ccc(-c2c(-c3ccc(OCC(=O)NN)cc3O)n[nH]c2C)cc1,0,3,3,0,10,4,-0.5,0,3
Cc1ccc(CSCC(=O)N/N=C/c2cccc(OC3CSC3)c2)cc1,2,10,14,0,2,0,3.1,-7,6
COc1ccc(-c2nnc(SCc3ccc(C(=O)O)cc3)o2)cc1OC,4,-7,18,3,2,-3,1.4,-2,2
Cc1ccsc1CNC1CCCCC1,1,9,8,1,5,-1,1.6,-4,1
COc1ccc(OC)c(-n2c(-c3ccc(C)cc3)n[nH]c2=S)c1,-10,-5,-16,2,-25,-3,-4.9,10,-7
CC(C)(C)NC(=O)C(c1ccncc1)N(C(=O)C1CSC(=O)C1)c1ccccc1 (stereo not drawn),0,2,12,0,10,-2,-0.1,8,2

# Continued.
SMILES,GASC-1 inh,procasp3 activ,VLA-4 inh,GRK2 aptamer HTS,proCasp7 act,core dimer inh,PP5 inh,Fh CTSL1 inh,PP1 counter
Cc1c(C(=O)NCc2ccc3c(c2)OCO3)cccc1[N+](=O)[O-],i,7,2,0,3,-5,-1.3,-1,-4
O=C(NC1CCN(C(=O)N2c3ccccc3Sc3ccccc32)CC1)c1ccco1,3,5,1,0,-9,2,4.4,-6,1
O=C(NN1CCOCC1)c1ccccc1NS(=O)(=O)c1ccc(F)cc1F,1,4,-1,0,4,.,.,.,.
CCOC(=O)c1cnn2c(C(F)F)cc(C3CC3)nc12,0,5,2,0,-3,-3,-0.1,-2,0
Cc1ccc(C(=O)Nc2ccc3ccccc3c2)cc1,6,1,14,0,0,8,-0.8,3,-1
COc1ccc(NC(=O)Nc2c(C)n(-c3ccccc3)c(=O)n2C)cc1OC,2,0,-15,2,0,-6,1.9,-3,-2
Cc1ccc(S(=O)(=O)NCC(=O)NNC(=O)c2ccccc2Cl)cc1C,-8,2,3,0,-6,.,.,.,.
C[n+]1cccc(C2C(C#N)=C(N)Oc3c2ccc2ccccc32)c1 (stereo not drawn),11,-5,-3,0,1,-11,3.5,7,3
COc1ccc(C=O)cc1Cn1ccnc1C,2,-1,-2,3,0,-3,-1.3,4,-4
CC(C)Sc1nc(N2CCOCC2)c2c(c1C#N)CC(C)(C)SC2,5,9,8,4,0,3,0.9,1,4
O=C(Cn1nnc2ccccc2c1=O)N[C@H](C(=O)O)c1ccccc1,3,5,3,0,5,-1,-2.0,6,-2
Cc1cc(O)ccc1NC(=O)c1ccccc1,5,-1,10,0,-3,-1,3.4,3,-18
COc1ccc(CNC(=O)CN(c2ccc(C)cc2)S(=O)(=O)c2c(C)noc2C)cc1,-16,9,17,0,2,-3,-0.5,3,-1
Cc1nn(Cc2c(F)c(F)c(F)c(F)c2F)c(C)c1NC(=O)c1nn(C)cc1Br,1,-4,-7,0,10,-3,-0.2,-1,2
Cc1n[nH]c(C)c1S(=O)(=O)N(CC(=O)NC1CCCC1)c1ccc(C(C)C)cc1,-6,1,11,0,18,0,0.0,2,-2
Cc1ccccc1NC(=O)Cc1nc(COC(=O)c2cc([N+](=O)[O-])ccc2N)cs1,4,-3,-7,55*,0,5,3.6,-1,0
O=C(CN(CCc1ccccc1)Cc1ccccc1)Oc1ccccc1P(=O)(O)O,-3,1,11,4,-2,2,2.8,0,0
CCOC(=O)/C(=C\C=C\N1CCOCC1)C(C)=O,6,6,7,0,0,0,1.6,2,-1
Cc1ccnc(N2C(=O)c3ccccc3C2Nc2cccc(C)c2C)c1 (stereo not drawn),8,6,20,0,-3,17,0.7,-1,0
CC(C)CNC(=O)c1cc(-c2ccc(Br)cc2)on1,23,-2,7,1,-2,4,-0.5,1,-3
CCN(CC(=O)NCc1ccccn1)S(=O)(=O)c1ccc(Cl)cc1,1,-13,20,1,-19,-4,2.4,3,-5
O=C(COc1coc(CN2CCc3ccccc32)cc1=O)Nc1ccc([N+](=O)[O-])cc1,-15,15,4,0,7,21,-1.3,5,2
CCOC(=O)N1CCN(C(=O)C(=O)NNC(=O)COc2ccc(Cl)c(C)c2)CC1,0,-2,-11,2,-3,-8,-4.4,6,-7
Cc1cc(C)nc(SCc2nnc(SCC(N)=O)n2Cc2ccco2)n1,-1,-5,26,1,-3,-3,1.6,-1,-6
O=C(CN1CCN(CC(=O)Nc2ccccc2Cl)CC1)Nc1ccc(F)c(F)c1,-13,-5,8,0,10,0,2.9,3,-2

# (more compounds)
SMILES,GASC-1 inh,procasp3 activ,VLA-4 inh,GRK2 aptamer HTS,proCasp7 act,core dimer inh,PP5 inh,Fh CTSL1 inh,PP1 counter
O=C(CSc1ncn[nH]1)N/N=C/c1ccc(C(F)(F)F)cc1,-2,2,2,3,12,4,-0.4,2,0
CCOc1ccc(N(CC(=O)NC(C)CC)S(C)(=O)=O)cc1 (stereo not drawn),-2,5,1,0,-8,-5,2.4,-3,-21
Cc1nc2n[nH]c(N)c2c2c1COC(C)(C)C2,3,-2,9,0,-8,-10,3.1,-6,-6
CC(=O)C(C(C)=O)C(NC(=O)c1cccnc1)(C(F)(F)F)C(F)(F)F,9,-2,7,3,-5,-4,3.6,-1,-3
Cn1ccnc1SCC(=O)Nc1cc(S(=O)(=O)N2CCOCC2)ccc1Cl,0,2,7,0,0,-16,1.2,-2,0
O=C(Nc1nc2c(cc3c4c(cccc42)CC3)s1)c1ccccc1Cl,-5,-6,17,4,-2,-3,0.8,1,2
O=C(COC(=O)Cc1ccc(Br)cc1)NC1CCCC1,1,-6,0,0,0,.,.,.,.
COc1ccc(C(=O)Nc2ccnn2C2CCN(CCC(C)c3ccc(C)o3)CC2)cc1 (stereo not drawn),5,8,1,0,6,-7,-1.2,-1,-3
CC1CCN(c2ccc(C(=O)O)cc2N)CC1,24,-11,-2,1,-7,-1,-2.0,2,-1
CCc1cccc(CC)c1N(COC)C(=O)Cn1nnc2ccccc21,19,3,1,6,4,0,1.5,-1,-3
CCOC(=O)c1c(CN2CCN(C)CC2)n(C)c2cc(Br)c(OC)cc12,1,1,26,0,5,0,2.3,-4,-7
O=C(NCc1ccccc1Cl)/C(=C\c1cccnc1)NC(=O)c1ccccc1,6,-10,-1,1,4,-1,-1.9,5,-1
CC(=O)OCC1OC(c2ccccc2)C(OC(C)=O)C(OC(C)=O)C1OC(C)=O (stereo not drawn),-4,0,12,0,0,-4,3.2,3,9
CC(=O)NC(CC(=O)NNC(=O)c1cccs1)c1ccccc1 (stereo not drawn),-6,3,9,0,4,0,1.6,4,-3
COc1cccc2cc(C(=O)Nc3ccc(S(=O)(=O)NCC4CCCO4)cc3)c(=O)oc12 (stereo not drawn),2,0,-14,0,-2,6,1.4,1,2
O=C(O)c1cccc(NC(=S)NC(NC(=O)c2ccco2)C(Cl)(Cl)Cl)c1 (stereo not drawn),-2,1,8,1,2,-1,-1.1,0,1
COc1ccccc1C1C(C#N)=C(N)Oc2c1oc(CO)cc2=O (stereo not drawn),-6,-7,7,5,4,1,-0.2,3,-2
COc1ccc(C(c2nnnn2CCc2ccccc2)N2CCN(C3CCCC3)CC2)cc1OC (stereo not drawn),i,4,-10,4,4,-4,-0.2,0,0
Cc1[nH]c2ccccc2c1C(=O)CSC(=S)N(C)C,-6,0,0,2,1,2,1.7,5,0
CCCCC(=O)Nc1nnc(-c2ccco2)o1,-12,2,5,1,-2,-1,-1.9,3,-2
O=C(COC(=O)C1=COCCO1)NCCCc1ccccc1,4,13,5,3,0,-6,-1.0,-1,-2

# Assay outcomes as filed in PubChem BioAssay.
